Source: PubChem (several laboratories)
Mtb BioA inh = M. tuberculosis BioA enzyme inhibitors, primary screen, biochemical, plate reader, single point, HTS; AID 602481, 2012; hit rate 0.096% among 360,000; purified M. tuberculosis BioA enzyme; inhibition, % at 9.99 µM; 7,8-diaminopelargonic acid synthase BioA (Mycobacterium tuberculosis); in the data active = inhibition above about 40%; inconclusive = no clear call, values can overlap the other calls
UGM FP inh = M. tuberculosis UGM enzyme inhibitors, primary screen, biochemical, fluorescence polarization, single point. UDP-galactopyranose mutase (Mycobacterium tuberculosis (strain ATCC 25618 / H37Rv)), …. hit rate 0.06% among 320,000. AID 504406, 2011. purified UGM, fluorescence polarization probe displacement. inhibition, % at 10 µM; in the data active = inhibition above about 10%, passing the limit was not always enough; inconclusive = no clear call, values can overlap the other calls
Target sequence (P9WIQ1 whole entry, looked up): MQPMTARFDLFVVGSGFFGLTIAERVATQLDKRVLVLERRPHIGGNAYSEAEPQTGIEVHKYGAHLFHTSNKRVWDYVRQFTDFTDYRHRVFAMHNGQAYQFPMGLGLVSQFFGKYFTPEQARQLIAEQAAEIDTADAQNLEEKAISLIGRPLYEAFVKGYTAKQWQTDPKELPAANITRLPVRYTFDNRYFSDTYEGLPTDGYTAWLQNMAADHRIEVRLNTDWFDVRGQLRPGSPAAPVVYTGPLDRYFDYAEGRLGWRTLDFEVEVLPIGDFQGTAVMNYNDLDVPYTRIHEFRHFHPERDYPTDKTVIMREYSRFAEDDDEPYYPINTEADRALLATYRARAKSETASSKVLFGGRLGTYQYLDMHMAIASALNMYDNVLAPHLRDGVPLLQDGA
MazF activator = activators of E. coli MazEF toxin-antitoxin RNase, primary screen, biochemical, fluorescence, uHTS | FAM/BHQ RNA-DNA oligo cleavage fluorescence, 5 h | activation, % at 20 µM | hit rate 0.32% among 350,000 | Endoribonuclease toxin MazF (Escherichia coli (strain K12)), P0AE70; in the data active = activation above about 50%
Target sequence (P0AE70 whole entry, looked up): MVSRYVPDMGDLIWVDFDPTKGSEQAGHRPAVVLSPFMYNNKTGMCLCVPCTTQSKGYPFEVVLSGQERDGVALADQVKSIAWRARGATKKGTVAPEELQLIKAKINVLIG
PrPC TRFRET = inhibitors of human cell surface prion protein PrPC, primary screen, cell-based, TR-FRET; hit rate 0.43% among 370,000; Major prion protein (Homo sapiens), P04156; TR-FRET read-out; inhibition, % at 13.8 µM; in the data active = inhibition above about 24%; also: 0% = median of the test wells and 100% = reference compound wells
Mtb FBA inh = Mtb FBA enzyme inhibitors, primary screen, biochemical, fluorescence, strain H37Rv | Fructose-bisphosphate aldolase (Mycobacterium tuberculosis (strain ATCC 25618 / H37Rv)), … | purified M. tuberculosis FBA, fluorescence read-out | inhibition, % at 1 µM | hit rate 2.3% among 360,000; in the data active = inhibition above about 27%;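 also: 0% = vehicle and 100% = reference inhibitor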
BoNT-F LC inh = BoNT/F light chain protease inhibitors, primary screen, biochemical, flow cytometry, MLPCN library; Botulinum neurotoxin type F light chain protease (Clostridium botulinum); Multiplex microsphere protease cleavage assay; inhibition, % at 10 µM; hit rate 0.22% among 360,000; AID 588497, 2011; in the data active = inhibition above about 35%, passing the limit was not always enough; inconclusive = no clear call, values can overlap the other calls; also: plate controls were buffer without enzyme for full effect and enzyme alone for no effect
Rv3671c inh = Rv3671c serine protease inhibitors, primary screen, biochemical, fluorescence polarization, M. tuberculosis H37Rv | hit rate 0.048% among 320,000 | inhibition, % at 5.96 µM; in the data active = inhibition above about 38%;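 also: extracellular domain of Rv3671c used as enzyme; 0% = enzyme with DMSO and 100% = no enzyme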
Target sequence (P9WHR9 whole entry, looked up, the tested form may be a part): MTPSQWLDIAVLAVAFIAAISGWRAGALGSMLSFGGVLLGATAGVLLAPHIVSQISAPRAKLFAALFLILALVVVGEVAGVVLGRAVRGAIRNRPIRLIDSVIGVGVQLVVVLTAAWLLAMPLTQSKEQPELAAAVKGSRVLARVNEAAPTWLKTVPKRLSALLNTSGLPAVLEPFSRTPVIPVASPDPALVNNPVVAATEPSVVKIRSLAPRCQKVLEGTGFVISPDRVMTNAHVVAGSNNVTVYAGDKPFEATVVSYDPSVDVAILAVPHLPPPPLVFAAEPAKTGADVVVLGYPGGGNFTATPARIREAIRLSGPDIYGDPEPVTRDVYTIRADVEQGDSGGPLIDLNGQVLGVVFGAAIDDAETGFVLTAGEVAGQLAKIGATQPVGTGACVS
GDH-TPI counter = GDH-TPI coupling enzyme inhibitors, primary screen, artefact control for M. tuberculosis FBA inhibitor project, biochemical, absorbance, full deck | hit rate 1.2% among 360,000 | inhibition, % at 4.8 µM | GDH-TPI coupled enzyme counterscreen, NADH absorbance; in the data active = inhibition above about 30%;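 also: 0% = DMSO wells and 100% = wells lacking the enzyme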
FadD28 FP inh = inhibitors of FadD28 bisubstrate probe binding, primary screen, biochemical, fluorescence polarization, single point. inhibition, % at 12.5 µM. Mycobacterium tuberculosis FadD28 fatty-acid-AMP ligase. hit rate 0.22% among 360,000; in the data active = inhibition above about 8.5%, passing the limit was not always enough; inconclusive = no clear call, values can overlap the other calls
The depositor's hits bear a star; ? = inconclusive; nt = not tested or not shown; & = joins results of further samples.

SMILES	Mtb BioA inh	UGM FP inh	MazF activator	PrPC TRFRET	Mtb FBA inh	BoNT-F LC inh	Rv3671c inh	GDH-TPI counter	FadD28 FP inh
CC(C)CC(=O)Nc1c2c(nn1-c1ccc(F)cc1)CSC2	-1.0	2.0	-4	6	4	-3	0	4	-2.4
COc1ccc(C(=O)CSc2nnc(C(CO)NC(=O)c3ccc(OC)cc3)n2C)cc1 (stereo unspecified)	-0.2	0.2	2	2	3	-5	5	-5	-0.3
O=c1cnnc(Nc2ccc(Cl)c(C(F)(F)F)c2)[nH]1	nt	1.0	4	3	2	-7	-2	8	-3.9
Cc1cccc(NC(=O)c2ccc(OCc3c(C)noc3C)cc2)c1	2.5	0.0	5	10	-1	-2	-11	2	-4.5
CCOC(=O)c1cnc2c(C)cccc2c1NCc1ccco1	4.1	-1.6	-4	-6	10	-11	0	8	-0.9
CC1CN1c1cc2c(c3c1ccn3C)C1CCC2C1 (stereo unspecified)	0.9	nt	nt	-3	0	-14	nt	nt	-2.1
O=C(CCN1C(=O)S/C(=C/c2ccccc2)C1=O)Nc1ccc(C(=O)O)c(O)c1	1.2	-4.7	7	-29	-1	-1	2	25	-4.8
COC(=O)c1ccc(NC(=O)CN2CCOCC2)cc1	1.9	-0.7	15	6	2	1	-2	10	0.2
O=C(Cn1c(=O)oc2ccccc21)NC(=O)NCc1ccco1	nt	2.0	4	3	5	-6	4	-7	0.3
CC(NC(=O)c1ccc([N+](=O)[O-])o1)C12CC3CC(CC(C3)C1)C2 (stereo unspecified)	-0.5	1.9	5	-8	-2	-5	-6	3	-1.8
CN(C)C(CNC(=O)Cc1ccc([N+](=O)[O-])cc1)c1ccccc1 (stereo unspecified)	-0.2	-4.8	-18	-6	0	-14	-2	5	-0.6
COC(C/C=C/[C@H](O)[C@@H](C)OCc1ccccc1)OC	1.4	-1.8	4	-5	0	-5	-7	-5	-2.0
CSc1nnc(CNC(=O)c2ccccc2)n1-c1ccc(F)cc1	-1.8	0.7	5	0	5	2	-1	3	0.4
CCOC(=O)C1CCN(C(=O)CS(=O)Cc2nc(-c3ccc(C)cc3)oc2C)CC1 (stereo unspecified)	-0.2	-3.7	-10	3	4	-8	3	16	-0.8
CCOc1ccccc1NC(=O)CN1C(=O)C(C)SC(C)C1=O (stereo unspecified)	nt	-0.2	13	2	2	-1	8	-1	-1.7
CCOC(=O)c1n[nH]n2c1nc(=S)c1ccccc12	-1.8	1.0	-10	-2	5	-16	nt	18	0.0
COC(=O)c1sccc1NC(=O)Nc1ccc(OC)cc1	0.1	-1.6	0	7	-1	-19	nt	2	-2.3
COc1cccc(CN(C)C(=O)c2ccc(N3CCCC3)c([N+](=O)[O-])c2)c1	13	3.9	-3	-11	-4	-2	-3	-3	-3.0
CCC(C)n1c(O)c(C=NC(C)c2ccccc2)c(=O)[nH]c1=S (stereo unspecified)	nt	0.3	6	-6	0	?	0	8	-2.4
Cc1cccc(NC(=O)C2C3CCC4C(CCC32)C4(Cl)Cl)c1 (stereo unspecified)	-0.4	-3.8	-4	4	-2	2	-5	-1	-1.6
COc1ccc(-c2nnc3sc(CCN4C(=O)c5ccccc5C4=O)nn23)cc1	-0.9	2.6	7	2	3	-28	-5	0	-2.2
O=C(CSc1ncn[nH]1)CSc1ncn[nH]1	2.2	1.3	-1	-1	-1	10	-1	-3	1.3
CS(=O)(=O)c1ccc2nc(NC(=O)c3ccc(NS(=O)(=O)c4cccc([N+](=O)[O-])c4)cc3)sc2c1	nt	0.9	6	5	0	-5	-72	89*	2.2
O=C(CCc1nc(-c2ccccc2)no1)N1CCCC1	1.7	2.5	0	-2	0	-23	7	2	-2.2
CC/C(=N\N1CCCCCC1)c1c(O)n(-c2ccc(C)cc2)c(=O)[nH]c1=O	nt	0.9	0	-4	0	-4	-3	-1	-3.0
CCOC(=O)c1sc2ncnc(N3CCN(c4ccc(OC)cc4)CC3)c2c1C	-0.4	0.9	5	7	1	19	0	6	1.0
O=C(NCCc1ccccc1)C1c2ccccc2C(=O)N1Cc1cccs1 (stereo unspecified)	-1.5	-1.1	7	-6	1	-4	-6	-2	-1.1
COc1ccc(-n2c(SCC3OCCO3)nc3c(sc(=S)n3-c3ccccc3)c2=O)cc1OC	nt	0.1	0	2	0	-3	-2	21	-3.8
COc1ccccc1/C=C/C(=O)NCCc1ccccn1	-0.5	-1.5	5	-10	5	1	-16	0	1.3
CCCC(=O)Nc1cc(S(=O)(=O)N(CC)CC)ccc1Cl	nt	-2.1	10	0	5	-6	-6	10	-1.0
COc1cccc(N2C(=O)NC(=O)/C(=C\c3ccc([N+](=O)[O-])s3)C2=O)c1	nt	nt	-12	-12	-4	-4	nt	11	16*
N#Cc1ccccc1OCC(=O)OCC(=O)NCc1ccc2c(c1)OCO2	1.1	-2.5	4	-4	1	-6	-7	-4	0.8
Cc1ccc(Cl)cc1NC(=O)Nn1cnnc1	0.6	0.9	-1	4	1	4	1	2	0.3
Cc1ccc(S(=O)(=O)N(C)C)cc1-n1c(SCC(=O)N(C)C)nc2ccccc2c1=O	nt	-1.3	0	7	-1	-4	2	-2	-0.7
CC(C)(C)Nc1nc(Nc2ccc([N+](=O)[O-])cc2)nc(NC(C)(C)C)n1	-0.8	-1.5	9	-1	0	5	-1	6	-4.3
CCC(=O)Nc1ccc2nc(C3CC3)n(Cc3ccccc3)c(=O)c2c1	-0.9	0.4	10	4	3	-17	3	8	-1.4
CCCCCCN1C[C@@H](O)[C@H](n2cc(COC(=O)c3ccccc3)nn2)C[C@@H]1c1ccc(Cl)cc1	-3.7	nt	-3	-4	1	1	nt	-5	-1.6
O=C(c1ccc(-c2ccccc2)cc1)C1CCCN(Cc2ccncc2)C1 (stereo unspecified)	2.9	0.6	8	24	-2	0	6	-4	-2.1
OC(CNCc1ccccc1)COc1ccccc1 (stereo unspecified)	-2.1	0.5	7	-1	0	-2	1	7	-0.6
COc1ccccc1N1CCN(C(=O)c2sc3ncnc(N4CCN(c5ccccn5)CC4)c3c2C)CC1	0.1	5.9	8	nt	-1	3	14	-5	-1.1

Structures above with two or more sulfur atoms, in the order listed:
SMILES	Mtb BioA inh	UGM FP inh	MazF activator	PrPC TRFRET	Mtb FBA inh	BoNT-F LC inh	Rv3671c inh	GDH-TPI counter	FadD28 FP inh
O=C(CSc1ncn[nH]1)CSc1ncn[nH]1	2.2	1.3	-1	-1	-1	10	-1	-3	1.3
CS(=O)(=O)c1ccc2nc(NC(=O)c3ccc(NS(=O)(=O)c4cccc([N+](=O)[O-])c4)cc3)sc2c1	nt	0.9	6	5	0	-5	-72	89*	2.2
COc1ccc(-n2c(SCC3OCCO3)nc3c(sc(=S)n3-c3ccccc3)c2=O)cc1OC	nt	0.1	0	2	0	-3	-2	21	-3.8
Cc1ccc(S(=O)(=O)N(C)C)cc1-n1c(SCC(=O)N(C)C)nc2ccccc2c1=O	nt	-1.3	0	7	-1	-4	2	-2	-0.7

(cont.)
SMILES	Mtb BioA inh	UGM FP inh	MazF activator	PrPC TRFRET	Mtb FBA inh	BoNT-F LC inh	Rv3671c inh	GDH-TPI counter	FadD28 FP inh
O=C(NCc1ccccn1)C1CCC(CNS(=O)(=O)c2cccc3nsnc23)CC1 (stereo unspecified)	-1.3	-0.9	-7	-26	8	2	3	14	-0.9
O=C(O)c1cc2c(cc1NC(=O)C1CCCC1)OCCO2	0.7	nt	0	10	5	nt	-4	-2	-2.6
Cc1cc(NC(=O)CS(=O)CC(=O)Nc2c(C)cccc2C)ccc1-n1cnnn1 (stereo unspecified)	-0.2	5.0	9	1	2	10	-4	-10	nt
CCOc1ccc(/C=C2/C(=O)N(c3ccc(OC)cc3)C(=S)N2CC(=O)OC)cc1OCC	0.5	0.6	7	-2	0	17	-5	21	-1.3
CN1C(=O)C2(c3ccccc31)C1CCCC=C1C(C#N)=C(N)C2(C#N)C#N (stereo unspecified)	1.0	-1.7	11	-8	-3	-9	-6	12	1.1
O=C1C2CCCCN2C(=O)N1CCCCN1CCN(c2cccc(Cl)c2)CC1 (stereo unspecified)	2.5	-0.9	3	-2	-1	?	-8	-2	-1.2
O=C1CC(c2ccco2)CC2=C1C1c3ccccc3C(=O)N1c1ccccc1N2 (stereo unspecified)	1.2	0.6	5	0	0	-11	-11	15	-9.7
Cc1ccc(C(=O)Nc2ncccc2O)cc1S(=O)(=O)N1CCCCC1	2.0	-2.6	0	4	3	-6	-7	15	-1.7
C=CCSc1nnc(NC(=O)CSc2ccccn2)s1	nt	-2.6	4	-2	nt	nt	5	nt	nt
CN(Cc1ccccc1)C(=O)C(=O)c1c[nH]c2ccccc12	1.6	nt	6	-5	-3	-9	nt	3	-5.3
CCOC(=O)Cc1csc(NC(=O)CC(C)(C)C)n1	1.9	-1.7	-19	6	4	?	-3	-1	-2.4
COCCCNC(=O)c1ccc2sc(C3=C[C@@H](O)[C@@H](O)[C@@H](CO)O3)nc2c1	-0.6	nt	nt	-14	-3	1	nt	2	-3.4
CC(C)(C)c1nnc2sc(SCCN3C(=O)c4ccccc4C3=O)nn2c1=O	-1.3	0.5	-2	2	1	-18	-6	17	-1.5
Cc1ccc(-c2nc3cccnc3o2)cc1NC(=O)COc1ccc(Cl)cc1C	-2.6	-1.0	-69	-4	3	1	-2	5	-0.2
Cc1ccc(C)c(N2CCN(C(=O)CCS(=O)(=O)c3ccc4c(c3)NC(=O)CO4)CC2)c1	-1.9	0.3	-3	7	4	18	-14	6	-0.7
Cc1cccc(N(CC(=O)NC2CCCC2)C(=O)c2cc3cc4cccc(C)c4nc3s2)c1C	-1.0	2.2	-8	4	1	4	-13	10	-3.2
OC1(c2cccs2)CN(c2ccc(Cl)cc2)C2=[N+]1CCCC2 (stereo unspecified)	nt	nt	-4	-6	2	-2	5	-3	0.9
CN(C(=O)c1ccc(COc2ccccc2Br)o1)c1ccccc1	nt	-1.4	-2	1	4	-3	-4	10	-1.2
COc1ccc(C(=O)NC(=S)NCc2cccnc2)cc1OC	7.4	1.7	5	-2	1	2	-5	0	-2.6
COc1cc(C#Cc2c(-c3cncn3C)n(C)c3ccc(-c4cc(OC)c(OC)c(OC)c4)cc23)cc(OC)c1	-1.9	3.4	-2	4	24	1	0	30	-0.2
Cc1ccccc1N(CC(=O)Nc1ccccc1C(=O)NCc1ccco1)S(=O)(=O)c1ccccc1	-3.0	1.8	-1	-4	4	-2	-13	5	1.0
CCCCN1C(=O)C(O)(CC(=O)c2c(C)coc2C)c2ccccc21 (stereo unspecified)	nt	3.7	-5	-3	2	1	1	-1	-1.0
O=C(CSc1nnc(COc2ccccc2)o1)Nc1ccc(F)cc1	nt	1.2	-4	6	-2	-13	5	-10	nt
COCCCn1c(SCC(=O)Nc2ccc(NC(C)=O)cc2)nc2sc3c(c2c1=O)CCC3	-0.6	1.4	4	-3	0	-3	-10	11	-1.0
O=C1N[C@@H](c2ccccc2)COC(=O)[C@H](Cc2ccc(F)cc2)C/C=C\C[C@@H]1CC(=O)N(CCO)Cc1ccccc1	-0.9	3.5	-5	11	1	4	-4	1	-6.1
COc1ccc(CNC(=O)COc2ccc(Br)c(C)c2)cc1	0.7	-3.5	-1	1	0	-3	-2	7	-0.5
CCOC(=O)c1sc(Nc2cccc(Cl)c2)nc1C	-0.6	5.5	4	1	1	nt	-17	20	-0.9
O=C(O)CCSc1ccc2ccccc2n1	-0.3&0.5	-0.7&-3.2	3&4	82*	1&0	-3&-1	8&8	24&-5	-1.8&-1.3
COc1ccc2c(c1OC)C(=O)N1C2SC(C)(C)[C@H]1C(=O)NC(C)C (stereo partly specified)	-1.2	-2.9	-18	4	6	4	-3	11	nt

Compounds were not picked by outcome; 4.8% or so of the library scored in one or more.
